Screening data deposited in PubChem by several laboratories.
M1AAP inhibition: malaria alanyl aminopeptidase activity blockers – biochemical, fluorogenic H-Leu-NHMec substrate, 1536-well (AID 1445). recombinant M1AAP, H-Leu-NHMec fluorogenic kinetic assay; higher % means a stronger effect. one-dose inhibition, % at 30 µM; IC50 in µM for titrated hits. 220,000 compounds, 0.42% hits;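 active = primary inhibition above the hit cutoff, then over 50% inhibition at one or more dose response concentrations, cut at about 23% in these data, passing the limit was not always enough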;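 also: plate controls were DMSO full reaction for no effect and no enzyme background for full effect; strong numbers were not always called active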
P. falciparum M17LAP: P. falciparum M17LAP inhibitors, primary screen, biochemical, fluorogenic H-Leu-NHMec substrate, 1536-well (AID 1619); recombinant M17LAP, H-Leu-NHMec fluorogenic kinetic assay; higher % means a stronger effect; one-dose inhibition, % at 30 µM; IC50 in µM for titrated hits; 220,000 compounds, 0.38% hits;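 active = compound inhibiting the enzyme by more than half at any dose during confirmatory dose-response retesting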;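 also: plate controls were full reaction with DMSO carrier for no effect and no enzyme background for full effect; strong numbers were not always called active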
TNAP activators: human TNAP enzyme activators, primary screen, biochemical, luminescent, no phosphate acceptor, uHTS (AID 1001); activation fold at 20 µM, or EC50 in µM where a hit was titrated; purified TNAP, luminescent activation assay, no phosphate acceptor; higher activation fold means a stronger effect; 200,000 compounds, 0.03% hits; in the data active = activation fold from about 3, or a potency from the dose series; inactive = the rest, 99 in 100 with activation fold below about 1.6; also: many of its hits are not listed in these tables
human PMI inhibition: MPI enzyme activity inhibition – biochemical, fluorescence intensity, coupled assay, primary screen (AID 1209); purified PMI enzyme, coupled fluorescence intensity; higher % means a stronger effect; inhibition, % at 20 µM; hits with a dose series show IC50 in µM; 190,000 compounds, 0.42% hits;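 also: plate controls were DMSO vehicle for no effect and wells lacking substrate for full effect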
XIAP antagonists: small molecules displacing peptide from XIAP – biochemical, IAP family, fluorescence polarization (AID 1018); XIAP BIR domain, fluorescence polarization peptide displacement; higher % means a stronger effect; displacement, % at 20 µM, or IC50 in µM where a hit was titrated; 200,000 compounds, 0.007% hits; in the data active = displacement above about 50%; also: a part of the inactive calls stands beside numbers as strong as those of hits
WT yeast gro inh: growth inhibition of WT yeast, mitochondrial fusion screen; mitochondrial fusion phenotypic screen, WT strain; inhibition, % at 10 µM; 190,000 compounds, 2.1% hits; in the data active = inhibition above about 58%; tested in S. cerevisiae
human PMI inhibitors: MPI inhibition at elevated mannose 6-phosphate – biochemical, fluorescence intensity, high mannose 6-phosphate, primary screen (AID 1220); recombinant PMI enzyme, coupled fluorescence intensity; higher % means a stronger effect; inhibition, % at 20 µM; hits with a dose series show IC50 in µM; 190,000 compounds, 0.66% hits
Yfh1-depleted yeast: mitochondrial function rescue without frataxin homolog – Friedreich's ataxia, plus single-dose screen, dose response (AID 1465); 220,000 compounds, 0.074% hits; fold induction at 50 µM, or EC50 in µM where a hit was titrated; S. cerevisiae Yfh1-off respiration, WST-1 reduction, 72 h; higher fold induction means a stronger effect;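 active = fold induction of absorbance versus untreated yeast above a set limit, then at least 30% activation at any dose in follow-up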;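 also: activators that raise dye reduction in frataxin-depleted yeast; strong numbers were not always called active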
LYP inhibition: PTPN22 lymphoid phosphatase activity blockers – biochemical, fluorescence intensity, uHTS (AID 1779). recombinant LYP phosphatase, fluorescence intensity; higher % means a stronger effect. inhibition, % at 11.5 µM; hits with a dose series show IC50 in µM. 290,000 compounds, 0.054% hits;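 also: plate controls were vehicle with enzyme for no effect and no enzyme for full effect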
WT yeast gro inh mutant strain: recorded beside WT yeast gro inh, whose call it bears; inhibition, %; mitochondrial fusion phenotypic screen, mutant strain inhibition
Numbers without * were called inactive; i = inactive; / = not tested or not shown. Rule as the data show it, unless noted: active = inhibition above about 50%; inactive = the rest.

SMILES | M1AAP inhibition | P. falciparum M17LAP | TNAP activators | human PMI inhibition | XIAP antagonists | WT yeast gro inh | WT yeast gro inh mutant strain | human PMI inhibitors | Yfh1-depleted yeast | LYP inhibition
O=c1oc2ccccc2c2[nH]ccc12 | -4% | -4% | 1.1 | 9% | -15% | 0 | -7 | 3% | i | -4%
COc1ccc(CCN=C(NS(=O)(=O)c2ccccc2)c2ccccc2)cc1OC | 9% | -3% | 1.1 | -2% | -1.5% | -7 | 28 | -2% | i | -6%
CCN(CC)S(=O)(=O)c1ccc(Cl)c(C(=O)Nc2cc(C)nn2-c2ccccc2)c1 | 0% | -3% | 1.1 | -6% | -12% | 5 | 3 | -9% | i | -1%
COc1cnc(-c2ccccn2)nc1Sc1ccc(C)cc1 | 12% | 6% | 1.1 | -12% | -1.8% | 60 | 67 | -6% | i | -3%
COc1ccc2c(c1)oc(=O)c1c3ccccc3[nH]c21 | -5% | -3% | 1.1 | -1% | -11% | 7 | 29 | 3% | i | -9%
c1ccc([C@H]2CC3C[C@@H](c4ccccc4)N2O3)cc1 | -5% | 7% | 1.1 | 2% | -4.1% | 26 | 10 | -3% | i | -9%
Cc1cc(NC(=O)CSc2nc3c(cc2C#N)CCCCC3)no1 | 5% | -2% | 1.1 | 4% | -13% | -7 | -8 | 0% | i | -9%
O=C(Nc1sc2c(c1C(=O)NCC1CCCO1)CCCC2)c1cccs1 (stereo not given) | 5% | 7% | 1.1 | 4% | -2.2% | 14 | 15 | 11% | i | 7%
COC(=O)c1cc2sc(Cl)cc2n1CC(=O)NCC1CCCO1 (stereo not given) | -1% | 7% | 1 | 3% | -1.8% | -8 | -8 | -4% | i | 0%
CCn1c(SCC(=O)OC(C)C)nnc1-c1ccccc1 | 2% | -2% | / | / | / | / | / | / | i | -7%
O=C(Nc1ccccc1)N1CCN(C2c3ccccc3-c3ccccc32)CC1 | 1% | 0% | / | / | / | / | / | / | i | 2%
Cc1ccc(-c2csc(NC(=O)/C=C/c3ccco3)c2C(=O)O)cc1 | 19% | 4% | 1.1 | 2% | -4.2% | 13 | 1 | 6% | i | 2%
COc1ccc(NC(=O)C(C)N2C(=O)c3ccccc3C2=O)cc1S(=O)(=O)N1CCOCC1 (stereo not given) | 9% | 5% | 1 | -4% | -5.1% | -1 | 1 | -7% | i | -2%
COc1cccc(C(=O)NC(c2ccccc2)C2CCCC2)c1 (stereo not given) | 2% | -2% | 1.1 | 9% | -4.8% | 18 | 6 | 10% | i | -6%
CCOc1ccccc1C1C(C(N)=O)=C(C)Nc2nc(CCCO)nn21 (stereo not given) | -3% | -5% | 1.1 | 8% | -9.1% | 13 | 11 | 6% | i | -10%
O=C1NC(=S)N/C1=C\c1cccnc1 | 3% | 1% | / | / | / | / | / | / | i | -9%
CCC(=O)Nc1ccc2ccccc2c1 | 4% | 14% | 1.1 | 12% | 2.7% | -21 | -4 | 14% | i | -8%
Nn1cnnc1SCC(=O)Nc1ccc2c(c1)OCO2 | 4% | 2% | 1.2 | -2% | -2.5% | 3 | -23 | 4% | i | -3%
CCCCC(=O)N/C(N)=N/c1nc2ccccc2o1 | 7% | 2% | / | / | / | / | / | / | i | 0%
C/C(=N\N=c1/sc2ccccc2n1C)c1ccc(N2CCOCC2)cc1 | 2% | -2% | 1.1 | 5% | -1.2% | -5 | -15 | 5% | i | 4%
CCN1CCN(C(=O)C(=O)c2c(C)[nH]c3ccccc23)CC1 | 4% | 11% | 1.1 | -7% | -4.9% | -7 | -3 | -9% | i | 1%
Cc1ccc(-c2ccc(/C=N/n3cnnc3)o2)cc1 | 14% | 3% | / | / | / | / | / | / | i | -10%
O=C(NC1CCCCC1)c1ccc(N2CCCC2=O)cc1 | -2% | -1% | 1.1 | 4% | -2.2% | -6 | 4 | 4% | i | -6%
Cc1ccc(/C=N/NC(=O)CNC(=O)Cc2ccccc2)o1 | 1% | 6% | 1 | 20% | -7.1% | -1 | -5 | 13% | i | -5%
CC(C)Cn1c(SC(C)C(=O)Nc2ccc3c(c2)OCCO3)nc2ccccc2c1=O (stereo not given) | 3% | 4% | 1.1 | 6% | -6.1% | 9 | 9 | 9% | i | 0%
Cn1cnc(C(F)(F)F)c1-c1ccc([N+](=O)[O-])cc1 | 2% | 12% | 1.1 | 5% | -4.4% | 4 | -12 | -11% | i | -5%
Cc1ccc2cc(CCNC(=O)c3cccc([N+](=O)[O-])c3)c(=O)[nH]c2c1 | 5% | 3% | 1 | 9% | -9.6% | 8 | -3 | 0% | i | -6%
CCCc1cc(=O)n(-c2nc3ccccc3s2)[nH]1 | 11% | 15% | / | / | / | / | / | / | i | 2%
O=S(=O)(NCc1ccccn1)c1ccc(Cl)s1 | 0% | -5% | 1 | 11% | -2.9% | 2 | -5 | 9% | i | -10%
CN(Cc1cnn(C)c1)Cc1nc(Cc2ccccc2Cl)no1 | 2% | 3% | 1.1 | 3% | -3.5% | 2 | -9 | 5% | i | -10%
Cc1cc(C)cc(OCC(=O)NNC(=O)c2ccoc2C)c1 | 2% | -5% | 1.9 | 8% | -5.1% | 6 | 22 | 8% | i | 0%
Cc1cc(C(=O)COC(=O)Cn2cnc3c2c(=O)n(C)c(=O)n3C)c(C)n1C | 5% | -3% | 1.1 | 1% | -2.6% | 21 | 3 | 0% | i | -4%
COc1ccc(N(CC(=O)O)S(=O)(=O)c2ccc(C)cc2)cc1Cl | 4% | 3% | 1 | 1% | -13% | -2 | -9 | 3% | i | -4%
O=C(C1CCCO1)N1CCN(S(=O)(=O)c2cccc3nsnc23)CC1 (stereo not given) | 4% | -3% | 1.1 | 3% | 0.7% | 12 | 3 | 6% | i | -1%
O=C(c1cccs1)C1C(c2ccc(Br)cc2)NC(=S)NC1(O)C(F)(F)F (stereo not given) | 3% | -3% | 1 | 8% | -1.2% | -1 | -9 | -4% | i | -1%
O=C(CN1CCOCC1)Nc1ccc(S(=O)(=O)N2CCCCCC2)cc1 | 10% | 0% | 1.1 | 6% | -4.3% | 2 | 8 | 8% | i | -7%
Cc1cc2nc(C3CCCN(C(=S)Nc4ccccc4C)C3)[nH]c2cc1C (stereo not given) | 1% | 0% | 1 | 5% | -1.5% | -2 | -3 | 2% | i | 0%
N/C(=N\OC(=O)c1cccc([N+](=O)[O-])c1)c1ccccn1 | 8% | 7% | 1.1 | -4% | -8.8% | -15 | -15 | 3% | i | -4%
Cc1c(C(=O)NCc2ccc3c(c2)OCO3)oc2ccc(S(=O)(=O)N3CCCCCC3)cc12 | 0% | 2% | 1.1 | 15% | -6.7% | 0 | -21 | 12% | i | 9%
O=C1CCCC2=C1C(O)(C(F)(F)F)C(=O)N2Cc1ccccc1 (stereo not given) | -2% | 5% | 1.1 | -5% | -3.7% | -3 | -2 | 5% | i | -3%
COc1ccc(N2C(N)=NC(N)=NC23CCCC3)cc1 | 2% | 3% | 1.1 | 6% | -4.4% | 2 | 7 | 6% | i | 7%
CCOc1ccc(-c2cc(CCCC(=O)NCc3ccc(C)cc3)no2)cc1 | -1% | 2% | 1.2 | -4% | -1.0% | 13 | 0 | -4% | / | -10%
Cc1ccc(-c2nc(C#N)c(N3CCCCC3)o2)cc1 | 6% | 13% | 1.1 | 8% | -1.2% | 13 | 9 | 5% | i | -10%
CC(C)NC(=O)NC(=O)COC(=O)c1ccc(NC(=O)CC#N)cc1 | 11% | -2% | 1.1 | 1% | -8.4% | -4 | 7 | -6% | i | 0%
COc1ccc(/C=N/NS(=O)(=O)c2ccccc2)cc1OC(=O)c1ccc(C)cc1 | 1% | 6% | 1 | 10% | -1.7% | -2 | 0 | 7% | / | 1%
COc1ccc(N=CC=C2OC(C)(C)C(C)(C)O2)cc1OC | 8% | 9% | / | / | / | / | / | / | i | -5%
O=C(COC(=O)C12CC3CC(CC(O)(C3)C1)C2)Nc1ccccc1OC(F)F | -5% | 17% | 1.1 | -1% | -4.8% | 58* | 17* | -4% | i | -13%
COc1cc(C(CC(=O)O)n2cnnn2)ccc1OC(C)C (stereo not given) | 3% | -5% | 1.1 | -21% | -7.6% | 4 | 6 | -6% | i | -7%
COc1ccccc1C(=O)N/C(=C\c1ccc2c(c1)OCO2)C(=O)NCCc1nc2ccccc2[nH]1 | 6% | 13% | 0.9 | -4% | -1.2% | 2 | -2 | -8% | i | 0%
COc1ccc(C2C(C(=O)N3CC(C)CC(C)C3)c3ccccc3C(=O)N2C)cc1 (stereo not given) | 5% | 7% | 1 | -13% | -5.6% | 9 | -2 | 3% | i | -4%
CCn1c(SCC(=O)N/N=C/C=C\c2ccccc2[N+](=O)[O-])nc2ccccc21 | 4% | -2% | 1 | 6% | -2.4% | 7 | 11 | 6% | i | 10%
O=c1c(OC2OC(CO)C(O)C(O)C2OC2OC(CO)C(O)C(O)C2OC2OC(CO)C(O)C(O)C2O)c(-c2ccc(O)c(O)c2)oc2cc(O)cc(O)c12 (stereo not given) | 15% | 14% | / | / | / | / | / | / | i | -4%
CCc1oc(C(=O)OC)cc1CSC(=N)N | -3% | 4% | / | / | / | / | / | / | i | -7%
Cc1ccccc1-c1nn[nH]n1 | -2% | 4% | 1 | -4% | -4.4% | 5 | 5 | -6% | i | -4%
CCC(C)NC(=O)c1cn(CC)c2ccc(S(=O)(=O)N(C)C)cc2c1=O (stereo not given) | -10% | 3% | 1.1 | -6% | -9.4% | 4 | 2 | -9% | i | -6%
CCOC(=O)c1cnc(SCC(=O)Nc2ccc3c(c2)OCCO3)nc1N | 6% | 37% | 1 | 16% | -5.5% | -7 | -7 | 8% | i | -9%
Cc1nn2cc(-c3ccc(Cl)cc3)cnc2c1Cl | 1% | 2% | 1.1 | 0% | -5.7% | 6 | -1 | 2% | i | -7%
Cc1cc(C(=O)CSCCCn2c(=O)[nH]c3ccccc32)c(C)n1C | 18% | -2% | 1.1 | -11% | 2.3% | -4 | 3 | -22% | i | 1%
Cc1nnc(SCC(=O)N/N=C/c2cn(-c3ccccc3)nc2-c2ccccc2)n1-c1ccccc1 | 4% | 2% | 1 | 8% | -6.5% | -15 | -17 | 0% | i | 8%
NC(=O)c1ccc(N=Cc2ccc([N+](=O)[O-])s2)cc1 | 2% | 5% | 1.2 | -2% | -0.9% | 6 | 20 | 12% | i | 1%

Single records, as listed above. Screens in order: M1AAP inhibition, P. falciparum M17LAP, TNAP activators, human PMI inhibition, XIAP antagonists, WT yeast gro inh, WT yeast gro inh mutant strain, human PMI inhibitors, Yfh1-depleted yeast, LYP inhibition
CCOc1ccc(-c2cc(CCCC(=O)NCc3ccc(C)cc3)no2)cc1 is listed as -1%, 2%, 1.2, -4%, -1.0%, 13, 0, -4%, /, -10%
COc1cc(C(CC(=O)O)n2cnnn2)ccc1OC(C)C (stereo not given) is listed as 3%, -5%, 1.1, -21%, -7.6%, 4, 6, -6%, i, -7%

An unsorted share of the library, and some 3.7% of all compounds hit somewhere here.
